IL-1B inflam inh: qHTS for Inhibitors of Inflammasome Signaling: IL-1-beta AlphaLISA Primary Screen; activity change, % at 57.5 µM; AID 743279, 2014; THP-1 LPS/ATP IL-1B secretion, AlphaLISA, 16 h; stronger effect = lower value; hit rate 4.7% among 360,000; in the data active = activity change below about -50%; inconclusive = mostly about -30% to -49%; note: % is set by controls: 0 for no effect and ±100 for the full control effect
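Secreted IL-1B measured by AlphaLISA bead assay after 16 h compound exposure of THP-1 cells; compounds (final up to 57.5 uM) added 1 h before LPS (250 ng/mL) and ATP (1.25 mM) stimulation; lower signal means less secretion.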
ATXN2 expr inh: Primary qHTS for Inhibitors of ATXN expression; HEK-293 ATXN2-luciferase reporter, luminescence, 24 h; Potency, µM (doses to about 57 µM), for the others: at the highest dose activity change, negative = inhibition, usual class: inhibitors; hit rate 0.72% among 360,000; AID 1745845, 2022; note: potency is the fitted concentration of half-maximal effect; % is set by controls: 0 for no effect and ±100 for the full control effect; nearly all actives have a fitted effect of over 55% in size
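qHTS (up to 57 uM final) was run with 24 h compound exposure of reporter cells at 37 °C. Each well was multiplexed: SteadyGlo luminescence measured ATXN2-luciferase expression after a fluorogenic Gly-Phe-AFC viability readout (25 uM final).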
HT1080-NT tox: qHTS for induction of synthetic lethality in tumor cells producing 2HG: qHTS for the HT-1080-NT fibrosarcoma cell line | HT-1080-NT fibrosarcoma viability, CellTiter-Glo ATP luminescence, 48 h | hit rate 1.6% among 360,000 | Potency, µM (series often up to 46.1 µM), inactives show at the top dose activity, negative = less viability, usual class: cytotoxic;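 note: NT is the 2HG producing partner of a matched IDH1 knockdown line; potency is the fitted concentration of half-maximal effect; 0% = DMSO-treated cells and -100% = media-only wells without cells; nearly all actives have a fitted effect of over 55% in size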
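Viability of the 2HG-overproducing fibrosarcoma line after 48 hours of compound exposure at 37 degrees C was determined by luminescence with CellTiter-Glo, and concentration-effect curves were then fitted and categorized.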
HT1080 IDH1KD tx: qHTS for induction of synthetic lethality in tumor cells producing 2HG: qHTS for the HT-1080-IDH1KD cell line. HT-1080 IDH1 knockdown viability, ATP luminescence, 48 h. hit rate 2% among 360,000. Potency, µM (titrated, usually from 46.1 µM), for the others: top-dose activity, negative = toxicity, most hits filed as cytotoxic;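 note: potency is the fitted concentration of half-maximal effect; 0% = DMSO wells and -100% = cell-free medium wells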
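Luminescent ATP read-out (CellTiter-Glo, 10 min at room temperature) after 48 h compound exposure at 37 °C gave viability of IDH1-knockdown HT-1080 cells. Activity was normalised to DMSO and cell-free wells, then fitted as concentration-response curves.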
HepG2 viability: qHTS for Inhibitors of TGF-b: Cytotox Counterscreen; HepG2 CAGA-GFP viability, ATP luminescence, 18 h; Potency, µM (doses to about 46.1 µM), inactives show at the highest dose activity change, negative = cytotoxicity, usual class: cytotoxic; hit rate 0.76% among 410,000; AID 588856, 2011; note: potency is the fitted concentration of half-maximal effect; some results filed as inactive show a strong effect at the top dose
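HepG2 CAGA-GFP cells (1000/well, DMEM with 1% FBS) received compound, then TGF-beta at 500 pg/mL final, and were incubated 18 hours at 37 degrees C. Viability was read by CellTiter-Glo luminescence. Media-only wells were set as complete cell-killing and DMSO as no toxicity.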
SW480 rerep: A quantitative high throughput screen for small molecules that induce DNA re-replication in SW480 colon adenocarcinoma cells | AID 624297, 2012 | Potency, µM (series often up to 46.1 µM), for the others: at the highest dose re-replication activation, most hits filed as activators | SW480 DNA re-replication, Hoechst DNA content imaging, 48 h | hit rate 1.8% among 340,000; note: potency is the fitted concentration of half-maximal effect; % of control where 0% means no effect; nearly all actives have a fitted effect of over 55% in size
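Readout is total intensity of Hoechst-stained nuclei, excited at 405 nm and collected at 500-530 nm. Compound treatment lasted 48 hr at 37 C in 5% CO2 before staining.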
MCF10A rerep: A quantitative high throughput screen for small molecules that induce DNA re-replication in MCF 10a normal breast cells; MCF 10A DNA re-replication, Hoechst nuclear intensity, 48 h; Potency, µM (titrated, usually from 46.1 µM), for inactives: at the highest dose activity, positive = re-replication, usual class: activators; hit rate 2.9% among 350,000; AID 624296, 2012; note: potency is the fitted concentration of half-maximal effect; % of control where 0% means no effect; nearly all actives have a fitted effect of over 50% in size
KB-3-1 tox: qHTS assay for MDR1-selective chemotherapeutics: Primary screen using the parental adenocarcinoma cell KB-3-1; KB-3-1 viability, CellTiter-Glo ATP luminescence, 72 h; Potency, µM (doses to about 46.1 µM), for the others: at the highest dose activity change, negative = cytotoxic, hits mostly cytotoxic; hit rate 1.4% among 400,000; note: potency is the fitted concentration of half-maximal effect; % is set by controls: 0 for no effect and ±100 for the full control effect; nearly all actives have a fitted effect of over 60% in size
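Screening of KB-3-1 cells (DMEM, 10% FBS, phenol-red free) ran from lowest to highest compound concentration; after 72 h at 37 °C viability was read luminescently and curves fitted.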
ATXN viability: Viability Counterscreen for Primary qHTS for Inhibitors of ATXN expression | S2 cells (HEK-293 line with an ATXN2-luciferase reporter) viability, CellTiter-Fluor protease fluorescence, 24 h | Potency, µM (top dose mostly 56.7 µM), actives largely listed as cytotoxic | hit rate 0.49% among 400,000; note: potency is the fitted concentration of half-maximal effect; nearly all actives have a fitted effect of over 40% in size
* marks the source's active call; other numbers are inactive results; i = inactive; ? = inconclusive; · = not tested or not shown; & = joins results of further samples; [ ] = remark or other dose. Unless noted, calls come from the whole dose curve; as a rule, active = well fitted curve in the direction sought with a large enough effect; inconclusive = small, poorly fitted or top-dose-only effect, or another doubt; inactive = no such curve, though single readings can be large; an effect the other way counts as inactive or inconclusive.

smiles | IL-1B inflam inh | ATXN2 expr inh | HT1080-NT tox | HT1080 IDH1KD tx | HepG2 viability | SW480 rerep | MCF10A rerep | KB-3-1 tox | ATXN viability
CCN(CC(=O)Nc1ccccc1OC)C(=O)CCOc1ccc(C(C)(C)C)cc1 | 1 | -9% | -2% | -10% | -23% | -2% | 22% | -2% | i
CCOC(=O)c1cc2sccc2n1CC(=O)c1ccc2c(c1)OCCO2 | 13 | -24% | -19% | -2% | -12% | 2% | -9% | -5% | i
Cc1ccc(CNC(=O)CSCC(=O)O)cc1 | 11 | 4% | 9% | 3% | -23% | -7% | ? | 4% | i
O=C1c2ccccc2C(c2nnnn2Cc2ccccc2)N1Cc1cccc(F)c1 (stereo not given) | 37&2 | 8%&2% | 1%&-1% | 7%&0% | · | · | · | -4%&-19% | i
O=C(O)c1c2c(nc3ccc(S(=O)(=O)N4CCC(C(=O)NC5CCCCCC5)CC4)cc13)CCCC2 | 4 | -8% | -1% | 4% | 8% | -29% | -28%[9.22 µM] | 7% | i
COCn1ccnc1C(=O)c1ccco1 | ? | · | -3% | 0% | -11% | · | · | -19% | i
c1ccc(Cn2nnc3c(NCCN4CCOCC4)ncnc32)cc1 | -17 | 3% | -4% | -3% | 10% | -4% | 10% | ? | i
COc1cc2c(cc1OC)CN(C(=O)c1ccc([N+](=O)[O-])o1)CC2 | ? | -9% | 13µM* | ? | -36% | 6.5µM* | ? | -27% | i
COc1cc(/C=C2\SC(=S)N(CC(=O)NC(C)(C)C)C2=O)cc(OC)c1OC | -11 | 14% | -1% | 7% | -12% | 0% | 3% | -13% | i
COc1cc(/C=N/NC(=O)c2ccncc2)ccc1OC(C)=O | 0 | 21% | 1% | 0% | -5% | -23% | -11% | -10% | i
CCS(=O)(=O)c1nc(S(=O)(=O)c2ccc(Cl)cc2)c(NCCN2CCOCC2)s1 | -1 | -7% | 4% | 2% | -2% | -8% | -1% | 5% | i
O=[N+]([O-])c1cccc(CON=Cc2ccccc2O)c1 | 1 | · | -3% | -1% | -5% | · | · | -1% | i
COc1ccc(-n2cnnc2SCC(=O)N(C)c2ccccc2)cc1 | -2 | -23% | 21% | -4% | -17% | -5% | 3% | 3% | i
CC1(C)OC(C(N)=O)C(C(N)=O)O1 (stereo not given) | -1 | 2% | 2% | 10% | 3% | 1% | 1% | -2% | i
CC1CCN(c2nn3c(=O)c(C(=O)NCCc4ccccc4)cnc3s2)CC1 | · | -10% | · | · | -20% | · | · | 0% | i
O=C(N/N=C/c1cc([N+](=O)[O-])ccc1N1CCNCC1)c1ccc([N+](=O)[O-])cc1 | 119 | ? | 0% | -5% | 5% | -1% | -2% | 8% | ?
Cc1ccc(S(=O)(=O)N(C)CC(=O)Nc2cccc3c2CCCC3)cc1 | 8 | 0% | -1% | -12% | -5% | 2% | 21% | 1% | i
COC(=O)c1ccc(NC(=O)COC(=O)C2CC(=O)N(Cc3ccccc3)C2)cc1 (stereo not given) | 12 | · | -3% | -1% | -25% | 8% | 5% | 3% | i
Cc1nn(CC(C)C)c(Cl)c1C(=O)N(C)CC(=O)Nc1ccc(Cl)cc1 | 12 | · | -7% | -19% | -16% | · | · | 3% | i
CC(C)Oc1ccc(CNC(=O)C(C)n2ccc3cc(S(=O)(=O)N4CCCCCC4)ccc32)cc1 (stereo not given) | · | -1% | · | · | 10% | · | · | -11% | i
Cc1ccc(-n2ncc3c(=O)n(Cc4ccccc4C)cnc32)cc1C | · | 6% | · | · | 1% | · | · | 4% | i
Oc1ccc(CCc2ccccn2)cc1 | 5 | · | 5% | 4% | -18% | · | · | -3% | i
Cc1ccc(C(=O)NNc2cc(N3CCCC3)nc(N3CCCC3)n2)cc1 | -3 | -4% | 6% | 3% | -23% | 10% | 19% | -29% | i
c1ccc(-c2ccc(C3=Nn4c(nnc4-c4cccs4)SC3)cc2)cc1 | 24 | -26% | -12% | -1% | -8% | -11% | 17% | -4% | i
CCc1nc(NCc2ccccc2)c(C#N)c2c1CCCC2 | 65 | 3% | 11% | 7% | 5% | -17% | 0% | -19% | i
CCC(=O)N1N=C(c2ccc(C)o2)CC1c1ccc(N(C)C)cc1 (stereo not given) | ? | -2% | -1% | -2% | 7.1µM* | ? | ? | -7% | i
CCOc1ccccc1NC(=S)Nc1ccc2cn[nH]c2c1 | ? | 45%[activator] | -1% | 3% | -16% | 2% | 9% | 5% | i
COc1ccc(C(=O)O)cc1NC(=S)NC(=O)/C=C/c1ccc(C(C)C)cc1 | -66* | -19% | ? | -19% | -17% | 1% | ? | 11% | i
CCn1c(=NC(=O)C2COc3ccccc3O2)sc2c(C)ccc(OC)c21 (stereo not given) | -25 | · | -1% | 0% | -77% | 31% | 16µM* | ? | i
COc1ccc(CN(C)S(=O)(=O)c2ccc3c(c2)OCCO3)cc1 | 10 | 18% | 0% | 1% | 2% | -11% | -9% | · | i
CCC(=O)Nc1nnc(SCc2cccc(F)c2)s1 | -10 | · | 2% | 0% | -11% | -1% | 3% | -27% | i
Fc1ccccc1-c1n[nH]c(=S)n1/N=C/c1c[nH]c2ccccc12 | 31 | -14% | -12% | -7% | 5% | -10% | 1% | -2% | i
Cc1ccc(Cc2c(C)nc3nc(SCC(=O)NCCC(C)C)nn3c2C)cc1 | · | -15% | · | · | -4% | · | · | -15% | i
CNC(=O)Nc1ccc(Cl)cc1 | 0 | 127%[activator] | -3% | -5% | -22% | 0% | 1% | -4% | i
O=C(c1cccc(F)c1)N1CCN(Cc2c[nH]c3ccccc23)CC1 | -8 | -11% | -2% | -2% | -34% | -4% | 0% | -2% | i
O=C(Nc1cccc2cccnc12)c1ccc(Br)o1 | 10 | 14% | -15% | ? | -27% | 1% | ? | -5% | i

6 compounds out of the list above, arranged by their value in SW480 rerep, falling.
canonical_smiles	IL-1B inflam inh	SW480 rerep
CCn1c(=NC(=O)C2COc3ccccc3O2)sc2c(C)ccc(OC)c21 (stereo not given)	-25	31%
COc1ccc(C(=O)O)cc1NC(=S)NC(=O)/C=C/c1ccc(C(C)C)cc1	-66*	1%
CCC(=O)Nc1nnc(SCc2cccc(F)c2)s1	-10	-1%
O=C(c1cccc(F)c1)N1CCN(Cc2c[nH]c3ccccc23)CC1	-8	-4%
COc1ccc(CN(C)S(=O)(=O)c2ccc3c(c2)OCCO3)cc1	10	-11%
CCc1nc(NCc2ccccc2)c(C#N)c2c1CCCC2	65	-17%

Quoted at random: 3 entries already listed, in no set order.
smiles | IL-1B inflam inh | ATXN2 expr inh | HT1080-NT tox | HT1080 IDH1KD tx | HepG2 viability | SW480 rerep | MCF10A rerep | KB-3-1 tox | ATXN viability
Oc1ccc(CCc2ccccn2)cc1 | 5 | · | 5% | 4% | -18% | · | · | -3% | i
Cc1ccc(C(=O)NNc2cc(N3CCCC3)nc(N3CCCC3)n2)cc1 | -3 | -4% | 6% | 3% | -23% | 10% | 19% | -29% | i
Cc1nn(CC(C)C)c(Cl)c1C(=O)N(C)CC(=O)Nc1ccc(Cl)cc1 | 12 | · | -7% | -19% | -16% | · | · | 3% | i

The main list resumes; the 2 compounds before the break are reprinted first.
smiles | IL-1B inflam inh | ATXN2 expr inh | HT1080-NT tox | HT1080 IDH1KD tx | HepG2 viability | SW480 rerep | MCF10A rerep | KB-3-1 tox | ATXN viability
O=C(c1cccc(F)c1)N1CCN(Cc2c[nH]c3ccccc23)CC1 | -8 | -11% | -2% | -2% | -34% | -4% | 0% | -2% | i
O=C(Nc1cccc2cccnc12)c1ccc(Br)o1 | 10 | 14% | -15% | ? | -27% | 1% | ? | -5% | i
Cc1cc(C)c(C)c(N=Nc2nc3ccccc3n2C)c1C | ? | ? | ? | ? | -31% | ? | 21% | ? | ?
CC(NC(=O)c1ccc(CS(=O)(=O)c2cccc(C(F)(F)F)c2)o1)c1ccc2c(c1)OCCO2 (stereo not given) | -14 | -9% | -14% | -5% | -20% | -3% | 3% | -1% | i
CN(C)c1ccc(/C=N/NC(=O)c2cnc3ccccc3c2)cc1 | -8 | · | -13% | 1% | 0% | -6% | 0% | 7% | i
O=C(CN(Cc1ccc(Cl)c(Cl)c1)S(=O)(=O)c1ccccc1)N/N=C\c1ccc2c(c1)OCO2 | -20 | -16% | ? | -6%[9.24 µM] | 8% | ? | 19% | ? | i
COc1ccc(NC(=S)Nc2ccccc2C(F)(F)F)cc1 | 14 | 1% | 18% | 7% | -6% | 0% | 2% | -2% | i
CCN(C(=O)CSc1nc2ccccc2n1CC(C)C)c1c(N)n(Cc2ccccc2)c(=O)[nH]c1=O | -7 | · | -2% | 0% | -7% | -3% | 1% | -6% | i
Cc1ccsc1C(=O)OCC(=O)NCc1ccccc1 | 0 | 11% | -3% | -5% | -1% | -2% | 1% | 10% | ?
COCCOC(=O)CC1=NC(=O)CS1 | 40 | -2% | 17% | 10% | -1% | -3% | 1% | 1% | i
Cc1ccccc1-c1cc2nc(-c3ccc([N+](=O)[O-])cc3)cc(=O)n2[nH]1 | 17 | -6% | 13% | 10% | -4% | 5% | 13% | 6% | i
CCC(C)Nc1c([N+](=O)[O-])cc(C)cc1[N+](=O)[O-] (stereo not given) | 43 | -12% | 16% | 16% | -7% | -5% | -3% | -10% | i
Cc1onc(C(=O)N2CCOCC2)c1[N+](=O)[O-] | -8 | · | 11% | 15% | -2% | -3% | 3% | 2% | i
O=C(N[C@@H](Cc1ccccc1)C(=O)NCCc1c[nH]c2ccccc12)c1ccco1 | -9 | -5% | -8% | -7% | -17% | -4% | 11% | -5% | i
